Source: PubChem BioAssay (several laboratories)
CRFR2-BP antag: antagonists of CRF-binding protein/CRF-R2 receptor complex; HEK293 CRF-R2/CRF-BP, CRF-induced calcium fluorescence; inhibition, % at 11.8 µM; 0.59% of 350,000 active; AID 588475;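 active = inhibition of the ligand-induced calcium signal above about 50% at the single tested concentration, limit read from the data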
CRFBP-R2 agonist: CRF-BP/CRF-R2 complex agonism | AID 588473 | HEK293 CRF-R2/CRF-BP, calcium dye fluorescence (FLIPR); percent of saturating CRF peptide response | 0.46% of 350,000 active | activation, % at 13.2 µM;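 active = activation of at least 50%, plus an integration ratio under a set limit after plate pattern correction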;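 note: plate controls were neutral control wells without compound for no effect and CRF at EC100 for full effect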
GalR3 antag: blocks the human galanin receptor 3; inhibition, % at 3 µM; O60755; HEK293 GalR3-CNG cAMP membrane potential fluorescence; galR3 body fused to GalR1 C-terminus; 0.44% of 360,000 active;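 active = inhibition above the screen-wide average plus 3 SD, cut at about 13% in these data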;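 note: forskolin and galanin both at EC90 stimulate the cells; cAMP rise reported by CNG channel membrane potential dye signal; 0% = forskolin plus galanin with DMSO and 100% = forskolin alone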
Target sequence (O60755 1-299 limits assumed): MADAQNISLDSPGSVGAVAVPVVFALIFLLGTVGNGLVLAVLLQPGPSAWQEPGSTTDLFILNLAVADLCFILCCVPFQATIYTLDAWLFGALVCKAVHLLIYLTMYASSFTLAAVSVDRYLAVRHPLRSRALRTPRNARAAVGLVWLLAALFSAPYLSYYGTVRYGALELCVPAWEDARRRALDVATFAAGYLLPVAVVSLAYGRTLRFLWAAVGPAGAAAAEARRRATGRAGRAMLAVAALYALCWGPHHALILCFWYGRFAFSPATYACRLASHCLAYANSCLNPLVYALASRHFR
* = called active by the depositor; & = joins results of further samples. The list is partial; count on the stated rates, not on these rows.

SMILES	CRFR2-BP antag	CRFBP-R2 agonist	GalR3 antag
Cc1sc2ncnc(N3CCC(C(=O)Nc4ccc(Cl)cc4Cl)CC3)c2c1C	-3	3.9	-3
Cn1cc(C=CC(=O)O)c2nccnc21	-23	4.9	-6
O=C(N/C(=C/c1cccc(Br)c1)C(=O)N1CCCCC1)c1ccco1	4	-1.0	-7
CN(C)c1ccc(S(=O)(=O)N2CCCCC2)cc1NC(=O)CN1C(=O)NC(C)(c2ccccc2)C1=O (centres undefined)	2	-1.0	0
COc1ccccc1C(c1c(O)nc(SC)[nH]c1=O)c1c(O)nc(SC)[nH]c1=O	12	1.2	-2
O=[N+]([O-])c1ccc(Cl)cc1C=NNc1ccccn1	-21	4.2	-2
Cc1cccc(-c2nn(-c3ccccc3)cc2C(=O)N2CCN(C3CCS(=O)(=O)C3)CC2)c1 (centres undefined)	8	0.2	-5
CCCn1c(N)c(C(=O)CN(C)CC(=O)Nc2c(C)cc(C)cc2C)c(=O)[nH]c1=O	12	-2.0	-1
Cc1cccc(C(=O)NCC(=O)OCC(=O)N(C)CC(=O)Nc2ccccc2Cl)c1	-8	0.1	-5
CCN(CC(=O)Nc1ccccc1C(F)(F)F)C(=O)CCSc1ccc(F)cc1	-1	-0.3	-4
O=C1ON=C(c2ccccc2[N+](=O)[O-])/C1=C/c1cccc([N+](=O)[O-])c1O	5	-1.3	-3
Cc1cc(C)cc(OCC(=O)Nc2nc(-c3ccccn3)cs2)c1	8	0.5	-5
CCS(=O)(=O)c1ccc(O)c(NC(=O)c2cc(-c3ccccn3)nc3ccccc23)c1	-5	1.1	-1
Cc1ccc(S(=O)(=O)N2CCN(CN3C(=O)CC4(CCCC4)C3=O)CC2)cc1	29	0.3	-1
COC(=O)C1=C(C)N(Cc2ccccc2)C(=NCc2ccco2)N[C@H]1c1cccc(F)c1	-4	-0.5	-7
O=S1(=O)CCN(Cc2ccncc2)CC1	-2	2.7	-5
C=CC[C@H](CC(=O)N(CCO)Cc1ccccc1)C(=O)N[C@@H](COC(=O)[C@@H](CC=C)CC(=O)OC(C)(C)C)Cc1c[nH]c2ccccc12	12	4.2	-5
CC(C)c1ccc(S(=O)(=O)N2CCN(C(=O)CCNS(=O)(=O)c3ccccc3F)CC2)cc1	3	-1.4	-1
O=S(=O)(c1ccc(SCc2ccc(Cl)cc2)nc1)N1CCCC1	11	3.4	0
O=C1Cc2cc(S(=O)(=O)Nc3ccc(N4CCOCC4)cc3)ccc2N1	5	-0.6	-4
C=CCn1c(C)nnc1SCC(=O)N1c2ccccc2NC(=O)C1(C)C	-8	2.0	-2
C=CCC[C@@H](Cc1ccc(F)cc1)C(=O)OCCNC(=O)[C@@H](CC=C)CC(=O)N[C@H](CO)Cc1ccccc1	-4	-0.8	-8
COc1ccccc1N1CCN(c2ccc(S(=O)(=O)N3CCN(C)CC3)cn2)CC1	13	3.1	2
NC(=O)CCCn1c(C(=O)c2ccc(Cl)cc2)c2ccc([N+](=O)[O-])cc2[n+]1[O-]	8	-0.7	-2
CCN1CCN(c2ccc(S(=O)(=O)N3CCOCC3)cc2NC(=O)c2ccc(C)cc2C)CC1	-6	0.0	-5
COc1ccc(/C=C/C(=O)OCC(=O)NC(C)CCc2ccccc2)cc1 (centres undefined)	19	-2.4	-7
CCc1cccc(C)c1NC(=O)CCN1C(=O)NC(C)(C)C1=O	9	3.1	-6
CSc1ccccc1NC(=O)CN(C)C(=O)C1CC(=O)N(C(C)c2ccccc2)C1 (centres undefined)	-4	-0.3	-1
Cc1cn2c(=O)c(C(=O)N3CCN(c4ccccc4F)CC3)cnc2s1	8	1.7	-5
CC(C)Oc1ccc(S(=O)(=O)N2CCCCC2)cc1NC(=O)C1CSC2(C)CCC(=O)N12 (centres undefined)	18	-2.8	-5
COCCN(CC(=O)Nc1ccccc1C(F)(F)F)C(=O)c1ccc(-n2cccn2)cc1	3	0.8	-3
Cc1ccc(S(=O)(=O)Nc2cc3c4c(c2)CCC(=O)N4CCC3)cc1	2	0.9	-4
COc1cccc(NC(=O)C2CSC3(C)CCC(=O)N23)c1 (centres undefined)	27	9.6	1
CC(OC(=O)C12CCC(=O)N1c1ccccc1S2)C(=O)Nc1cccc(Cl)c1 (centres undefined)	-2	1.4	-1
CCCCn1c(N)c(N(CCOC)C(=O)CN(C)CC(=O)Nc2ccc(Cl)c(Cl)c2)c(=O)[nH]c1=O	5	-0.3	-2
CCc1ccc(N2CC(C(=O)NCC(C)(C)N3CCOCC3)CC2=O)cc1 (centres undefined)	3	0.0	-6
Cc1cc(Cl)ccc1OCC(=O)OCC(=O)Nc1ccc(Cl)cn1	-5	-0.4	-3
Cc1ccc(NS(=O)(=O)c2cccc(C(=O)NCC(c3ccco3)N3CCCC3)c2)cc1 (centres undefined)	-17	5.1	-7
CCCCC1CCC(C(=O)N(CCOC)c2c(N)n(CC(C)C)c(=O)[nH]c2=O)CC1 (centres undefined)	14	1.6	-5
COc1ccc(CC(=O)OCC(=O)NCc2ccco2)cc1	16	-1.3	-4

Given in CSV form: part of the list above.
SMILES,CRFR2-BP antag,CRFBP-R2 agonist,GalR3 antag
COc1ccccc1N1CCN(c2ccc(S(=O)(=O)N3CCN(C)CC3)cn2)CC1,13,3.1,2
CSc1ccccc1NC(=O)CN(C)C(=O)C1CC(=O)N(C(C)c2ccccc2)C1 (centres undefined),-4,-0.3,-1
CCc1cccc(C)c1NC(=O)CCN1C(=O)NC(C)(C)C1=O,9,3.1,-6

Next structures
SMILES	CRFR2-BP antag	CRFBP-R2 agonist	GalR3 antag
c1ccc2cc(C3OCC4(CCCC4)CO3)ccc2c1	-5	2.0	-3
CC(Sc1nn(-c2ccccc2)c(=S)s1)C(=O)NCC1CCCO1 (centres undefined)	-1	-1.1	-5
COc1ccc(OC)c(NC(=O)CSc2nc(=O)n(CCN3CCOCC3)c3c2CCC3)c1	1	-0.2	-3
COc1ccc2c3n(nc2c1)CCN=C3c1ccc(C)cc1	5	-0.5	-1
CCOC(=O)C1CCN(C(=O)COC(=O)CSc2ccccc2C)CC1	9	-1.7	-5
Cc1ccc(OCC(=O)N(C)CC(=O)NCc2ccco2)c(Br)c1	-10	-0.3	-5
COc1ccc(S(=O)(=O)N2CCOCC2)cc1NC(=O)COC(=O)c1oc2ccccc2c1C	5	-1.0	-5
COc1ccccc1S(=O)(=O)N(C)C[C@H]1OCc2cnnn2CCCC(=O)N([C@H](C)CO)C[C@@H]1C	6	-1.1	0
C(=Nn1cnnc1)c1ccc2c(c1)CCC2	-4	-1.4	-1
COc1cccc(CCNC(=O)c2cc(COc3cccc(OC)c3)on2)c1	-5	0.1	-6
O=C(NN=C(c1ccccc1)c1ccccn1)c1ccccc1	1	-3.1	13*
CN(C(=O)c1cccc(NC(=O)Cc2ccc(NC(=O)C3CCN(C(=O)C4CCCCC4)CC3)cc2)c1)C1CC1	7	-1.7	-8
Cc1nnc(SC(C)C(=O)Nc2ccc(Cl)cc2Cl)[nH]c1=O (centres undefined)	1	-0.3	-7
COc1ccc2nc(N(CCN(C)C)C(=O)c3ccc4ncsc4c3)sc2c1	-4	1.4	-3
Cc1cccc(NC(=O)[C@@H]2CCCN2C2=NS(=O)(=O)c3ccccc32)c1C	9	-1.1	-1
O=C(CNC(=O)c1cccc(F)c1)NC1CC1	-3	-1.6	3
Cc1cccnc1NC(=O)CCC(=O)c1cccs1	5	-1.6	-5
CCC1(c2ccc(F)cc2)NC(=O)N(CC(=O)N2CCc3ccccc32)C1=O (centres undefined)	-56	53*	0
CCC(=O)Nc1cccc(-c2nnc(-c3ccccc3)o2)c1	-1	-1.2	-4
CCC1Nc2ncnc(N3CCCCC3)c2N(Cc2ccc(C)cc2)C1=O (centres undefined)	3	-0.2	-1&-5
Cc1ccc(S(=O)(=O)NCC(=O)OCC(=O)c2ccc(S(=O)(=O)N3CCCCC3)cc2)cc1C	18	-0.2	-4
COc1ccc(C(=O)O)cc1S(=O)(=O)Nc1cc(Cl)ccc1N1CCOCC1	-5	0.1	-3
CCC(NCc1cccnc1)c1ccc(OC)c(OC)c1 (centres undefined)	14	1.2	-3
COc1ccc(C(=O)OCc2c(F)cccc2Cl)cc1S(=O)(=O)N1CCOCC1	-4	0.5	-4
C=CCn1c(C)cc(C(=O)COC(=O)/C=C/c2c(C)nn(C3CCS(=O)(=O)C3)c2Cl)c1C (centres undefined)	24	1.3	-1
COc1ccc(NC(=O)COC(=O)c2ccccc2SCC(=O)N2CCCC2)cc1	-1	-0.9	-2
COc1ccc(C(=O)CC(Sc2ccccc2N)c2ccc(OC)cc2)cc1 (centres undefined)	9	-1.4	5
COc1ccc2nc(SCC(=O)NC3CCCCC3C)[nH]c2c1 (centres undefined)	3	-0.9	-6
O=c1[nH]c(=O)n(C2CC(O)C(CO)O2)cc1I (centres undefined)	13	-0.2	-6
CC1(C)CC(NC(=O)C2CCN(S(=O)(=O)c3ccc(Cl)c(C(F)(F)F)c3)CC2)CC(C)(C)N1	-2	0.9	-4
CN(CCN1CCOCC1)C(=O)C1CCC(=O)N(Cc2ccc(Cl)cc2)C1 (centres undefined)	7	4.5	-2
COc1ccccc1-c1noc(COC(=O)c2ccc(Br)o2)n1	-10	0.6	-5
CCN(C(=O)COC(=O)c1ccc(=O)n(Cc2ccccc2)n1)C1CCS(=O)(=O)C1 (centres undefined)	-5	-0.6	-1
O=C(CNC(=O)OCc1ccccc1)Nc1ccc(F)cc1	-3	0.2	-3
C[C@@H]1CCCCCCCCC(=O)OCCN1C(=O)OC(C)(C)C	-5	1.0	-1
Cc1ccc(NC(=O)CSCC(=O)Nc2sccc2C#N)cc1	14	0.9	-3
CC1CCCCC1NC(=O)COC(=O)Cc1ccc(Cl)cc1 (centres undefined)	-2	0.2	-3
COc1ccc(C(=O)NNC(=O)Cc2coc3cc(OC)ccc23)cc1	14	-3.0	-7
COc1ccc(S(=O)(=O)N2CCCCCC2)cc1NC(=O)Cc1cccc(C(F)(F)F)c1	-9	-0.4	-8
CC(=O)c1ccc(S(=O)(=O)NC2CC(=O)N(c3ccc4c(c3)OCCO4)C2)cc1 (centres undefined)	-1	-0.2	-2
N#Cc1ccc(S(=O)(=O)N2CCN(C(=O)c3cn(-c4ccccc4)nc3-c3cccnc3)CC2)cc1	1	-1.9	-5
O=C1CCc2cc(S(=O)(=O)NCc3ccc(Cl)cc3)cc3c2N1CC3	0	-0.3	-1
CC(OC(=O)CCc1ccccc1)C(=O)Nc1ccc(Cl)cn1 (centres undefined)	-11	-0.6	4
C[C@@H]1CN(Cc2nnnn2CC(=O)NCCCn2cccn2)C[C@H](C)O1	7	1.8	2
Cc1cccc([C@@H]2[C@@H]3C(=O)N(Cc4ccccc4)C(=O)[C@@H]3[C@]3(Cc4ccccc4)C(=O)N(c4cccc(F)c4)C(=O)N23)c1	-6	6.0	-7
COC(=O)c1ccc(CNC(=O)COC(=O)/C=C/c2cc(OC)c(OC)c(OC)c2)cc1	-16	-2.9	-2
COc1ccccc1CCNC(=O)c1cccc(NC(=O)CC2SC(N3CCCCC3)=NC2=O)c1 (centres undefined)	16	-0.5	-4
Cc1ccc(S(=O)(=O)CCC(=O)Nc2cc(Cl)ccc2-n2cncn2)cc1	50*	-0.2	-2
CC12CCC(C3NC(=S)NN=C31)C2(C)C (centres undefined)	-8	0.1	-5
CCOc1ccc(CCNC(=O)COC(=O)COc2ccc(C(C)=O)cc2)cc1OCC	4	-0.1	-2
O=C(Nc1cccc(S(=O)(=O)NC2=NCCC2)c1)c1cc(=O)[nH]c2ccccc12	-2	-0.4	-3
CCCCn1c(N)c(N(CCOC)C(=O)c2ccc(N3C(=O)c4ccccc4C3=O)cc2)c(=O)[nH]c1=O	9	0.6	-6
N#Cc1ccccc1NC(=O)CSc1n[nH]c(=O)n1C1CC1	12	0.0	2
O=C(Cc1ccc(NC(=O)C2CCN(C(=O)CCc3ccccc3)CC2)cc1)Nc1ccc(C(=O)N2CCOCC2)cc1	17	-1.9	-7
CCOc1ccc(S(=O)(=O)N2CCCCC2)cc1NC(=O)C1CSC2(C)CCC(=O)N12 (centres undefined)	-1	-1.1	-8
Cc1cc(C)cc(C(=O)OCC(=O)Nc2ncccn2)c1	-3	-0.9	-6
COCCN(C(=O)COC(=O)CCCc1c[nH]c2ccccc12)c1c(N)n(Cc2ccccc2)c(=O)[nH]c1=O	-1	-0.8	-5
CCOc1ccc(NC(=O)CN(C)C(=O)c2cc(-c3cccs3)nn2-c2ccccc2)cc1OCC	15	-1.0	-3
C#CCOCCOCCOCCNc1nc(N2CCN(C(=O)Cn3cc(CCO)nn3)CC2)nc(N2CCN(C(=O)Cn3cc(CC(C)O)nn3)CC2)n1 (centres undefined)	-3	0.0	-2

An excerpt from above in order of the CRFR2-BP antag value, rising.
Molecule	CRFR2-BP antag
COC(=O)c1ccc(CNC(=O)COC(=O)/C=C/c2cc(OC)c(OC)c(OC)c2)cc1	-16
CCOc1ccc(S(=O)(=O)N2CCCCC2)cc1NC(=O)C1CSC2(C)CCC(=O)N12 (centres undefined)	-1
COc1ccccc1CCNC(=O)c1cccc(NC(=O)CC2SC(N3CCCCC3)=NC2=O)c1 (centres undefined)	16

Laid out differently: entries from further up.
CC12CCC(C3NC(=S)NN=C31)C2(C)C (centres undefined)
- CRFR2-BP antag: -8
- CRFBP-R2 agonist: 0.1
- GalR3 antag: -5

CCOc1ccc(CCNC(=O)COC(=O)COc2ccc(C(C)=O)cc2)cc1OCC
- CRFR2-BP antag: 4
- CRFBP-R2 agonist: -0.1
- GalR3 antag: -2
